Source: PubChem BioAssay (National Center for Advancing Translational Sciences (NCATS))
TSHR antag: antagonists of human thyroid stimulating hormone receptor; P16473; TSHR-expressing cells, TSH-stimulated cAMP HTRF, 2 h; hits give low values; activity change, negative = inhibition, % at 11.5 µM; hit rate 0.2% among 330,000;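 active = activity change below a set negative limit, meaning inhibition stronger than a set level, cut at about -70% in these data; inconclusive = activity change between two set negative limits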; also: % is scaled to controls: 0 for no effect and ±100 for the full control effect
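Antagonism was scored as loss of TSH-driven cAMP in TSHR cells, stimulated with 4nM TSH (EC80) for 2 hours at 37 deg C and detected by homogeneous HTRF competition immunoassay.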
TCR activator: activates T cell receptor signaling; 330,000 tested, under 10 active; AID 504894; Potency, µM (top dose mostly 9.22 µM), inactives show at the highest dose activation of IL-2 secretion, actives largely listed as activators; primary human leukocytes, anti-CD3, IL-2 HTRF, 48 h; also: % of control where 0% means no effect
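Using a-CD3 beads without co-stimulation, primary human leukocytes were exposed to compounds for 48 hr. An HTRF IL-2 kit measured the cytokine, with europium-to-d2 energy transfer producing emission at 665nm upon 320nm excitation.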
TSG101-PTAP inh: blocks PTAP/TSG101 interaction to inhibit HIV-1 budding; Fluorescence polarization, FITC-PTAP peptide / Tsg101 binding; Q99816; Potency, µM (titrated, usually from 115 µM), inactives show at the top dose activity change, negative = inhibition, actives largely listed as inhibitors; 340,000 tested, under 10 active; active = well fitted inhibition curve with a large enough effect in the main read-out, with a control signal flat, not every such curve was filed as active; inconclusive = small, poorly fitted or top-dose-only effect, or effect the other way, or a change in a side signal; inactive = no such curve, though single readings can be large or run the other way; also: potency is read from the fitted curve at half-maximal effect; % of control where 0% means no effect
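FP read-out: FITC-PTAP peptide, 50 nM final, binding Tsg101 binding domain, 10 uM final; 20 min, r.t.; 10 mM HEPES pH 7.5, 0.15 M NaCl, 0.01% Tween 20, 3 mM EDTA, 0.1 mM TCEP.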
uPA generation: blocks generation of uPA at the cell surface | Potency, µM (series often up to 38.3 µM), without a hit: top-dose activity change, negative = inhibition, most hits filed as inhibitors | cell surface uPA generation assay, qHTS | hit rate 0.31% among 330,000; active = well fitted inhibition curve with a large enough effect; inconclusive = small, poorly fitted or top-dose-only effect; inactive = no such curve, though single readings can be large or run the other way; tested in mouse RAW 264.7 cells; also: potency is read from the fitted curve at half-maximal effect; % is scaled to controls: 0 for no effect and ±100 for the full control effect; nearly all actives have a fitted effect of over 55% in size
ELG1 repair inh: ELG1-dependent DNA repair inhibition; HEK293T ELG1-luciferase reporter, luminescence, 16 h; DNA damage induced by 5-fluorouridine; Potency, µM (highest dose often 46.1 µM), inactives show top-dose activity change, negative = inhibition, most hits filed as inhibitors; hit rate 2.3% among 330,000; also: potency is read from the fitted curve at half-maximal effect; % is scaled to controls: 0 for no effect and ±100 for the full control effect; nearly all actives have a fitted effect of over 55% in size
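In this reporter screen, reduction of luminescence relative to DMSO vehicle indicated activity. Compounds and 5-fluorouridine were added together to 2,000 cells per well, incubated for 16 hr at 37 °C, then developed with ONE-Glo.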
Chronic BCR inh: chronic active BCR signaling inhibition; ABC-DLBCL IkBa-CBG/CBR reporter, luminescence ratio, 4 h; Potency, µM (titrated, usually from 46.1 µM), inactives show at the top dose ratio change, negative = lower green/red ratio, most hits filed as inhibitors; hit rate 0.05% among 340,000; active = well fitted inhibition curve with a large enough effect in the signal ratio, with a control signal flat, not every such curve was filed as active; inconclusive = small, poorly fitted or top-dose-only effect, or effect the other way, or a change in a side signal; the % refers to the signal ratio;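 also: potency is read from the fitted curve at half-maximal effect; plate controls were basal doxycycline-induced cells for no effect and cells given 10 µM MG132 for full effect; MG132 reads +100%, hits lower the ratio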
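Concentration-response series (up to 46 uM) were applied to TMD8 dual-reporter cells for 4 h at 37C with doxycycline. Green/red ratio, after filter-overlap correction, defined %Activity; red signal alone was normalised to basal cells and zero luminescence.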
B2AR arrestin: beta2AR (human) beta-arrestin recruitment activity; beta-arrestin recruitment to beta2AR, cell-based reporter; Potency, µM (series often up to 46.1 µM), inactives show top-dose activation, hits mostly activators; hit rate 0.02% among 330,000; AID 492947;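 also: potency is read from the fitted curve at half-maximal effect; 0% = DMSO controls and full agonism = EC100 isoproterenol or metaproterenol; nearly all actives have a fitted effect of over 65% in size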
Target sequence (P07550 whole entry, looked up): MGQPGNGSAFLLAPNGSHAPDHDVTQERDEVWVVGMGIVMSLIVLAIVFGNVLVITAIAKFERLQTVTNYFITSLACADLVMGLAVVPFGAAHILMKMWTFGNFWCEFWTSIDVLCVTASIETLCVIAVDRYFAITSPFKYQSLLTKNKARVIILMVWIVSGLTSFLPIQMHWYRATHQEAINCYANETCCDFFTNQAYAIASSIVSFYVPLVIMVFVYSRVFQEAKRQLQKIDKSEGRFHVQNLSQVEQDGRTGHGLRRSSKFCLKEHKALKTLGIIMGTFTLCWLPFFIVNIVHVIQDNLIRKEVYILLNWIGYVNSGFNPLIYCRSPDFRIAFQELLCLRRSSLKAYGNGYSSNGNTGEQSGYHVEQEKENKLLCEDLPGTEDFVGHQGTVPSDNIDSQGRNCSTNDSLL
Tb PFK block: inhibitors of T. brucei phosphofructokinase; Potency, µM (series often up to 57.5 µM), for the others: at the top dose activity, negative = inhibition, actives largely listed as inhibitors; hit rate 0.17% among 330,000; O15648; T. brucei PFK, ADP-Glo luminescence;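 also: potency is read from the fitted curve at half-maximal effect; 0% = uninhibited 1x PFK enzyme wells and -100% = no-enzyme wells; nearly all actives have a fitted effect of over 60% in size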
Target sequence (O15648 whole entry, looked up): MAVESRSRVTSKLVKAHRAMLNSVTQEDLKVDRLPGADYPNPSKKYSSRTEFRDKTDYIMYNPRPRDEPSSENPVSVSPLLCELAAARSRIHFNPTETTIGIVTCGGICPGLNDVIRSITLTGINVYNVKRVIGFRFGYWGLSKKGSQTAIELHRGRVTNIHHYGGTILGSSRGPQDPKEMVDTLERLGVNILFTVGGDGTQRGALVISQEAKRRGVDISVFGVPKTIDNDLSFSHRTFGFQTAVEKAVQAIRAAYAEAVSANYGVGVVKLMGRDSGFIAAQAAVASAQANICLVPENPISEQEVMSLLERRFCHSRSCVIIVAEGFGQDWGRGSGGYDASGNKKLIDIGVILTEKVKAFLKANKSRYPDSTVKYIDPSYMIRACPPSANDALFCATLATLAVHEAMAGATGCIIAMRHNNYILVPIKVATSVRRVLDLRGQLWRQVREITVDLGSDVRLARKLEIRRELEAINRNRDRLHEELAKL
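Luminescent ADP detection (ADP-Glo, two-step: ATP depletion then ADP-to-ATP conversion for luciferase) reported PFK activity after 45 min room-temperature reaction of 1.25 nM enzyme with 0.5 mM F6P and 0.1 mM ATP at pH 8.0.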
Eya2 phos inh: Eya2 (human) phosphatase inhibition; O00167; recombinant Eya2, OMFP fluorescence dephosphorylation (OMFP is methylfluorescein phosphate); Potency, µM (titrated, usually from 76.9 µM), for the others: top-dose activity, negative = inhibition, hits mostly inhibitors; hit rate 0.006% among 330,000; AID 488837; also: potency is read from the fitted curve at half-maximal effect; % is scaled to controls: 0 for no effect and ±100 for the full control effect
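Eya2 (0.2 uM) preincubated 10 min at ambient with compound, then OMFP substrate added at 50 uM; 10 min reaction in 50 mM HEPES pH 7.5, 50 mM NaCl, 5 uM MgCl2, 0.05% BSA, 1 mM DTT. Fluorescence read at Ex 485/Em 525 nm.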
USP2a block: inhibitors of human ubiquitin-specific protease USP2a | Potency, µM (titrated, usually from 38.3 µM), for inactives: at the highest dose activity change, negative = inhibition, usual class: inhibitors | USP2 core, Ub-CHOP2 coupled fluorogenic reporter, 485/531 | hit rate 0.01% among 330,000;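 also: potency is read from the fitted curve at half-maximal effect; plate controls were DMSO wells for no effect and full inhibition by NEM control for full effect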
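Deubiquitinase activity read as fluorescence (485/531 nm) after Ub-CHOP2 cleavage activates the enterokinase reporter on its substrate; USP2 core 10nM, Ub-CHOP2 and substrate 25nM each, 30min compound preincubation then 60min RT; data normalized to NEM, curves fitted.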
Mito fusion yeast: blocks mitochondrial division or promotes mitochondrial fusion; S. cerevisiae fusion-defective mutant growth rescue, CellTiterGlo 48 h; Potency, µM (series often up to 46.1 µM), inactives show at the highest dose growth rescue (activation), usual class: activators; hit rate 0.23% among 320,000; AID 485298;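 also: potency is read from the fitted curve at half-maximal effect; % of control where 0% means no effect; nearly all actives have a fitted effect of over 45% in size; temperature-sensitive fusion mutants such as fzo1-1 at 37 °C on non-fermentable ethanol glycerol medium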
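Growth-rescue viability read-out: after 48 h at the non-permissive 37C in glycerol/ethanol YPEG, yeast mitochondrial fusion mutants are measured by CellTiterGlo luminescence; compounds (23 nl pinned per well) restoring growth score as division inhibitors or fusion activators.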
* hit, by the source's call; ? = inconclusive; nt = not tested or not shown; [ ] = another dose, or the depositor's remark. Unless noted, calls follow the shape of the dose curve; as a rule, active = well fitted curve in the direction sought with a large enough effect; inconclusive = small, poorly fitted or top-dose-only effect, or another doubt; inactive = no such curve, though single readings can be large; an effect the other way counts as inactive or inconclusive.

Compound	TSHR antag	TCR activator	TSG101-PTAP inh	uPA generation	ELG1 repair inh	Chronic BCR inh	B2AR arrestin	Tb PFK block	Eya2 phos inh	USP2a block	Mito fusion yeast
Cc1ccc(C(=O)C(C)Sc2nnc(N)s2)cc1 (configuration not stated)	-4	6%	1%	0%	?	-7%	-0.1%	-3%	10%	1%	-2%
CCn1ccnc1CN(C)C(=O)CCc1nnc(CCCc2ccccc2)o1	2	4%	-20%	4%	16%	4%	-0.5%	3%	9%	1%	0%
CC(=O)N1CN(C2CC(C)(C)NC(C)(C)C2)Cc2c1sc1c2CCCC1	9	0%[46.1 µM]	-3%	3%	-14%	-3%	-0.5%	0%	-3%	2%	0%
COC(=O)c1ccc2c(c1)C(C)(C)C(/C=C/c1ccc(O)cc1)=[N+]2C	-12	-9%	48%[activator]	nt	?	?	-0.1%	-23%	9%	0%	-8%
Cc1ccccc1C(=O)Nc1cccc(NC(=O)c2ccc(F)cc2)c1	-2	-2%	-7%	-1%	-22%	?	-0.3%	2%	11%	1%	-1%
O=C(O)C/C(=C\c1cc(Cl)c2c(c1)OCO2)c1nc2ccccc2s1	-1	5%	-1%	-3%	?	5%	-0.6%	-27%	-3%	-4%	?
Cn1cccc1C(=O)NC(=O)COC(=O)c1cc(S(=O)(=O)N2CCCCC2)ccc1Cl	-5	-2%	-4%	1%	4%	?	-0.2%	-4%	2%	0%	-3%
CC(CC(=O)N1CCN(c2ccccc2)CC1)c1ccccc1 (configuration not stated)	12	-11%[46.1 µM]	-3%	-4%	11%	-3%	-0.1%	0%	4%	-1%	20%
CCNc1ccc(C(=O)OCC(=O)NC(C)c2ccccc2)cc1[N+](=O)[O-] (configuration not stated)	-5	-2%[46.1 µM]	-8%	-1%	-1%	?	-1.7%	-1%	-4%	-1%	10%
COC(=O)C/C=N/N=C1/NC(=O)/C(=C/C(=O)O)S1	-2	-1%	1%	5%	2%	?	0.0%	5%	1%	0%	2%
Cc1c(C)c(C)c(S(=O)(=O)n2[nH]c(=O)c(CCO)c2C)c(C)c1C	7	9%	0%	5%	?	-5%	0.3%	10%	-3%	0%	5%
CCOC1OC2C(CO)OC(n3cnc4c(N)ncnc43)C2O1 (configuration not stated)	0	1%[46.1 µM]	-3%	3%	16%	-14%	-1.1%	2%	-2%	0%	-4%
CC(C)CC(=O)Nc1ccc2c(c1)oc1ccccc12	-15	5%	-6%	-9%	?	-9%	-0.2%	2%	-2%	2%	0%
COc1ccc(CNC(=O)C2CCCN2S(=O)(=O)c2ccc(S(=O)(=O)N(C)C)cc2)cc1 (configuration not stated)	2	1%	-4%	0%	2%	-3%	-1.1%	-4%	2%	-1%	2%
O=C(N/N=C/c1cccc(Oc2ccccc2)c1)c1cccc(Br)c1	12	nt	-5%	3%	?	1%	-0.2%	2%	-11%	-1%	18%
CCOC(=O)C1=C(c2ccccc2)NC(=O)NC1c1ccc(OC)c(OC)c1 (configuration not stated)	10	nt	4%	8%	2%	-10%	0.0%	-7%	-6%	-1%	6%
O=C(CSCc1ccc(Cl)cc1Cl)Nc1c[nH]c(=O)[nH]c1=O	24	-1%[46.1 µM]	-2%	2%	0%	11%	-0.7%	-1%	-4%	3%	-1%
C/C(NCc1ccccc1)=C(\C#N)C(=O)NCc1ccccc1	-4	-4%	-5%	-3%	-7%	-24%	0.4%	-3%	-20%	1%	4%
CCCc1nn(C)c(C(=O)Nc2cccc3ccccc23)c1Cl	-31	-2%[46.1 µM]	-3%	5%	6%	?	0.1%	-5%	-4%	4%	0%
Cc1ccc(C)c(OC(=O)c2ccncc2)c1	20	-1%[46.1 µM]	-12%	1%	-15%	1%	0.0%	-8%	5%	0%	10%
Cc1ccc(OCc2nc(C#N)c(NCCCn3ccnc3)o2)cc1	1	3%	-5%	-3%	-3%	-15%	0.3%	-4%	6%	-2%	1%
CCCC(=O)c1c(NCCO)cc(C)oc1=O	40	-2%	-2%	-6%	-1%	15%	-0.2%	-3%	3%	-3%	2%[9.22 µM]
O=C1NCCN1Cc1ccccc1F	32	-3%	0%	nt	1%	1%	0.5%	-7%	-11%	1%	0%
Cc1onc(-c2c(F)cccc2Cl)c1C(=O)Nc1cccc(S(=O)(=O)NCc2ccco2)c1	-12	-1%	-1%	-2%	?	-1%	0.0%	-4%	-5%	3%	-4%
Cc1cc(-c2csc(NCc3ccccc3)n2)c(C)n1C	8	1%	-10%	2%	9%	5%	-0.7%	-4%	-5%	-29%	-7%
Cc1cc(C)c(NC(=O)Cn2ncc3ccccc32)c(C)c1	20	-2%	-4%	6%	17%	0%	-0.2%	-2%	7%	2%	1%
O=C(NCCn1cc(SCc2ccc(F)cc2)c2ccccc21)c1ccccc1F	-27	-1%	0%	?	?	?	-0.5%	-1%	1%	-5%	?
CCOC(=O)N1CCN(C(=O)CN(c2ccc(Cl)c(C(F)(F)F)c2)S(C)(=O)=O)CC1	-7	-2%	-7%	-3%	-18%	-2%	-1.1%	3%	-5%	0%	-2%
CCOCCCNCc1ccc(OCc2ccc(F)cc2)c(OC)c1	-2	3%	1%	7%	7%	0%	-0.2%	-1%	4%	0%	-3%
O=C(CSc1nnnn1C1CCCC1)NCc1ccccc1	67	nt	-3%	2%	?	-2%	-0.6%	-3%	7%	-3%	1%
Cc1nn(-c2ccccc2)c(C)c1/C=N/n1c(-c2ccc(C(C)(C)C)cc2)n[nH]c1=S	6	10%	-2%	13%	-21%	0%	-0.5%	4%	11%	-2%	-1%
COCCCNC(=O)CC(NS(=O)(=O)c1ccc(C)cc1)c1ccco1 (configuration not stated)	3	-5%	-1%	4%	12%	0%	0.3%	1%	-1%	1%	-3%
CCS(=O)(=O)c1ncc(Cl)c(C(=O)Nc2ccc(S(=O)(=O)N(C)c3ccccc3)cc2)n1	-92*	-5%	4%	2%	?	?	-1.0%	-16%	0%	0%	-8%
CC(=O)c1ccc(OCCCC(=O)NCc2nnc3ccccn23)cc1	0	1%	-1%	5%	?	-8%	-1.1%	-5%	1%	1%	-6%
Fc1ccc(-c2cn(-c3ccccc3)c3[n+]2CCS3)cc1	-2	3%	1%	-3%	21µM*	2%	-2.1%	-2%	9%	1%	0%
COc1ccc(-c2cc(CCC(=O)N3CCN(c4cc(C)ccc4C)CC3)on2)cc1	-9	2%[46.1 µM]	1%	20%	?	?	0.1%	1%	1%	3%	nt
CCOc1ccc(/C=N/Nc2cc(N3CCOCC3)nc(C)n2)c(O)c1	-21	-4%	-4%	-26%	-12%	3%	0.0%	-14%	8%	-1%	0%
O=C(O)c1cc(N2C(=O)CCC2=O)ccc1Cl	29	nt	0%	1%	-1%	7%	0.7%	1%	-4%	0%	2%
Cc1ccc(/C=N/NC(=O)C(C)NC(=O)c2ccccc2)cc1 (configuration not stated)	-7	3%	-10%	2%	3%	12%	0.2%	-5%	6%	4%	2%
O=C(CN1CCC(c2nc3ccccc3s2)CC1)NCc1cccs1	nt	nt	-2%	3%	9.2µM*	-3%	3.4%	8%	4%	2%	6%
CC(C)c1ccc2[nH]c(O)c(N=NC(=O)c3cccc(S(=O)(=O)Nc4ccc(Cl)cc4)c3)c2c1	4	4%	-1%	5%	-4%	-1%	-0.2%	3%	2%	2%	8%
CCC(=O)N1CCc2cc(Br)cc(S(=O)(=O)NCCN3CCCCC3C)c21 (configuration not stated)	14	4%	-3%	6%	2%	2%	0.2%	7%	3%	2%	1%
C#CCOCCOCCOCCNc1nc(N2CCN(C(=O)CCCCCCCCCCNC(=O)Cn3cc(CCCCCN)nn3)CC2)nc(N2CCN(C(=O)CCCCCCCCCCNC(=O)[C@H]([C@@H](C)CC)n3cc(CCCCN=C(N)N)nn3)CC2)n1	1	1%	-4%	?	?	?	-0.1%	?	-26%	?	-8%
